Compound activity from PubChem.
Diaph act CS: compounds boosting diaphorase resazurin reduction – biochemical, uHTS, resorufin fluorescence, counter-screen for diaphorase-coupled primary assays, primary screen; activation factor at 20 µM; hit rate 0.005% among 190,000; Diaphorase/resazurin coupled assay, 16 min; active compounds read high; 1 = vehicle wells, 0 = NADH-free wells;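 active means diaphorase activity raised at least twofold by the compound at 20 µM; inactive means activation factor below 2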
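Material: Purified diaphorase enzyme from Clostridium kluyveri | Buffer or medium: 50 mM HEPES pH 7.4 with 4.542 mM MgCl2, 0.005% Tween 20 | Times: 16 min enzyme reaction, ambient temperature | Signal: Red resorufin fluorescence at 544/590 nm excitation/emission | Measure: Increased resorufin signal from activators or reducing compounds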
TNAP inh hiacc: human TNAP enzyme inhibitors, primary screen, biochemical, luminescent, high phosphate acceptor level, uHTS | purified TNAP, CDP-star luminescence, 1 M DEA | hit rate 0.03% among 200,000 | inhibition, % at 20 µM | Alkaline phosphatase, tissue-nonspecific isozyme (Homo sapiens), P05186;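 active means over 50% inhibition of tissue-nonspecific alkaline phosphatase at 20 µM in the single-dose screen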;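 further: plate controls were DMSO wells for no effect and EDTA-quenched wells as full inhibition for full effect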
Target sequence (P05186 whole entry, looked up): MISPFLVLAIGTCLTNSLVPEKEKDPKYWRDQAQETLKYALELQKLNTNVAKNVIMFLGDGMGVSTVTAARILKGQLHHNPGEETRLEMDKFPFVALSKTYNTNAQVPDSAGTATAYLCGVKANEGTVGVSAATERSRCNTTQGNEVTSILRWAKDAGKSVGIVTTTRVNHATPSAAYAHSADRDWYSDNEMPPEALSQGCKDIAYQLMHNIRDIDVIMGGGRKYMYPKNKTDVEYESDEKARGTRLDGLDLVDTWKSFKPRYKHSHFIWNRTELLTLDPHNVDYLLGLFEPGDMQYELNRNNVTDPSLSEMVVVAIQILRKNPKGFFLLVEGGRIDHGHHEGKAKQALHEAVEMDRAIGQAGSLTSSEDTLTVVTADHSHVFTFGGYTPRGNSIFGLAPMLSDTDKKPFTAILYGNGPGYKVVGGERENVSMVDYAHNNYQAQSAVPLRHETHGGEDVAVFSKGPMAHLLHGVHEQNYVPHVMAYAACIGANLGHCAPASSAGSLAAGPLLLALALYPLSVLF
G6PDH CS: L. mesenteroides G6PDH inhibitors, counter-screen for G6PDH-coupled screening assays, biochemical, Leuconostoc mesenteroides enzyme; glucose-6-phosphate dehydrogenase [Leuconostoc mesenteroides]; Purified L. mesenteroides G6PDH, diaphorase/resazurin coupled fluorescence, 45 min; inhibition, % at 5 µM; hit rate 0.12% among 200,000; in the data active means inhibition above about 50%
PMI act satM6P: human PMI activators, high substrate, primary screen, biochemical, fluorescence intensity, near-saturating mannose 6-phosphate; activation factor at 20 µM; Mannose-6-phosphate isomerase (Homo sapiens), P34949; hit rate 0.34% among 190,000; coupled PMI enzyme assay, resazurin fluorescence, 20 min; active compounds read high; 1 = untreated enzyme, 0 = substrate-free blank;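 active means activation factor of 2 or more at 20 µM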
Target sequence (P34949 whole entry, looked up): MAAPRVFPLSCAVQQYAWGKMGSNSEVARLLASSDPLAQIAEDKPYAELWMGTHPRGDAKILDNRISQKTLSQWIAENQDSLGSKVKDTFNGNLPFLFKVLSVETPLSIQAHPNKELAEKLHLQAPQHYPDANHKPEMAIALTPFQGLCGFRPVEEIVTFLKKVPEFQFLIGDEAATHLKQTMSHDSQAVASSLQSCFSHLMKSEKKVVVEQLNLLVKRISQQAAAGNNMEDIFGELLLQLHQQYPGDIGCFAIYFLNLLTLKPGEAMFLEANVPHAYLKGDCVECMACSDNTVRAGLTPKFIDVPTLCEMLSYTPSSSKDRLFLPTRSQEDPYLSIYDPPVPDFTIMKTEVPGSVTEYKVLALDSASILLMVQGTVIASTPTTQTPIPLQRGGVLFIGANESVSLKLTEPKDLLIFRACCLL
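Test system: Human PMI in coupled enzyme assay | Input: 15 ng/mL PMI | Medium: HEPES-buffered pH 7.4 with magnesium and detergent | Compound: One concentration, 20 µM, in 1% DMSO | Incubation: Enzyme reaction with compound 20 min at room temperature | Detection: Diaphorase-driven resazurin-to-resorufin fluorescence, excitation 544, emission 590 nm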
FLuc stim CS: FLuc activators, initial screening, artefact control for FLuc-dependent activation tests, biochemical, ATPlite luminescence; Luciferin 4-monooxygenase (Photinus pyralis), P08659; ATPlite luciferase biochemical, 10 min; 0 = ATP-free wells, 1 = DMSO control; 200,000 tested, under 10 active; activation factor at 10 µM;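 active means luciferase activation factor, scaled between plate controls, of at least 2 with compound at 10 µM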
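Assay system: Luciferase/luciferin detection reagent, cell-free biochemical luciferase assay / Read-out: luciferase activation / Benchmarks: No-ATP low control, compound-free enzyme-plus-ATP high control / Medium: PBS buffer for ATP / Detection: luminescence measurement of luciferase light output / Schedule: 10 min at ambient temperature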
Efa HMGR inh: inhibitors of E. faecalis class II HMGR, primary screen, biochemical, Enterococcus faecalis; AID 1066, 2008; hit rate 0.41% among 190,000; inhibition, % at 10 µM; purified E. faecalis HMGR, NADPH absorbance 340 nm kinetic;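 active means inhibition above a set limit, the median over all tested compounds plus 3 SD, cut at about 9.5% in these data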;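 further: enzyme runs in reverse so mevalonate oxidation gives rising NADPH absorbance; 0% = complete reaction with DMSO and 100% = background rate lacking mevalonate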
PMI act: activators of human PMI, primary screen, biochemical, fluorescence intensity, near-Km mannose 6-phosphate; purified human PMI, coupled resazurin fluorescence, 20 min; active compounds read high; 1 = vehicle control, 0 substrate-free wells; Mannose-6-phosphate isomerase (Homo sapiens), P34949; hit rate 0.005% among 190,000; activation factor at 20 µM;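 active means activation factor of 2 or more at 20 µM, relative to plate controls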
TNAP inh noacc: human TNAP enzyme inhibitors, primary screen, biochemical, luminescent, no phosphate acceptor, uHTS; purified TNAP, CDP-star luminescence, 30 min; inhibition, % at 20 µM; hit rate 0.26% among 200,000;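 active means tissue-nonspecific alkaline phosphatase inhibition above about 50% at 20 µM in the single-dose screen, limit read from the data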;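 further: 0% = DMSO negative control and 100% = EDTA positive control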
Diaph inh CS: diaphorase inhibitors and chemical oxidizers, primary screen, counter-screen for diaphorase-coupled primary assays, biochemical, uHTS, resorufin fluorescence | diaphorase resazurin-to-resorufin fluorescence, NADH, 16 min; bacterial (C. kluyveri) enzyme, not human | inhibition, % at 20 µM | hit rate 0.69% among 190,000 | AID 1217, 2008;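 active means primary screen inhibition at 20 µM above a set limit, cut at about 50% in these data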;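 further: plate controls were DMSO with full reaction for no effect and wells lacking NADH for full effect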
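Assay system – diaphorase enzyme from Clostridium kluyveri · Amount – diaphorase 0.14 U/mL (working solution) · Times – reaction incubation of 16 min at room temperature · Controls – No-NADH positive control and DMSO neutral control · Signal – resorufin fluorescence 544/590 nm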
TNAP act hi DEA: TNAP activators at high phosphate acceptor level, primary screen, biochemical, luminescence, uHTS | Alkaline phosphatase, tissue-nonspecific isozyme (Homo sapiens), P05186 | purified TNAP, CDP-star luminescence, 1 M DEA, 30 min; active compounds read high; 0 = EDTA background, 1 = DMSO-only activity | activation factor at 20 µM | 200,000 tested, under 10 active | AID 1136, 2008;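 active means activation factor at least 2 at 20 µM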
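system = human TNAP | amount = enzyme diluted 1/800 final | reagent = 100 µM CDP-star substrate | signal = luminescent substrate turnover signal | dosing = one dose, 20 µM | benchmarks = EDTA negative control, DMSO positive control | measure = activation factor | timing = 30 min reaction, room temperature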
An asterisk follows results filed as active; x = not tested or not shown.

SMILES	Diaph act CS	TNAP inh hiacc	G6PDH CS	PMI act satM6P	FLuc stim CS	Efa HMGR inh	PMI act	TNAP inh noacc	Diaph inh CS	TNAP act hi DEA
O=C1Cc2cc(CCN3CCN(c4nsc5ccccc45)CC3)c(Cl)cc2N1	0.9	-3	-1	1.1	1	1	1.2	-7	11	1
COC(=O)C(O)(CC(=O)Nc1ccc(OC)cc1)C(F)(F)F (stereo unspecified)	0.9	6	8	0.9	1	-9	1	-1	12	0.9
COc1ccccc1NC(=O)CSc1nc2ncccc2[nH]1	0.8	-6	-2	1.1	1	-3	1	20	21	1.1
O=C(c1ccc(F)cc1)C1CCN(C(=O)Nc2ccc(F)cc2)CC1	0.9	3	3	1.1	1	-4	1	-3	10	1
COc1ccc(CCNS(=O)(=O)c2ccc(C3CNC(=O)C3)cc2)cc1OC (stereo unspecified)	1.1	-8	1	1	1	-4	1.1	-10	-6	1.1
CCc1ccc(NC(=O)c2ccc3c(c2)C(=O)N(Cc2ccco2)C3=O)cc1	0.9	1	-38	1.1	1	4	1	9	7	1
Cc1cccc(C(=O)Nc2nnc(-c3ccc(C(C)(C)C)cc3)s2)c1	0.9	-2	6	1	0.9	3	0.9	-4	8	1
CCOC(=O)c1sc(Nc2nc3c(F)cccc3s2)cc1C	1	-4	0	1.3	1	-3	1.3	-11	-5	1
CN(C)c1nc(N)c([N+](=O)[O-])c(NCCO)n1	0.9	-4	1	1	1.1	-1	1	-10	12	1
COC(=O)N/N=C/c1ccc([N+](=O)[O-])s1	0.8	7	8	1.3	1.1	2	1.2	11	21	0.9
Cc1nc2ccc(Cc3ccc4nc(C)[nH]c4c3)cc2[nH]1	1	0	1	1	1	4	1	-19	1	1
CCCn1c(SCC(=O)Nc2ccc(OC)cc2)nnc1-c1ccncc1	1	-2	-2	1	1.1	-4	1	-19	2	1
COc1cc(OC)c(C2=Nc3ccc(Br)cc3C(c3ccccc3)N2CC(=O)NN)cc1OC (stereo unspecified)	0.9	-10	5	0.9	1	-2	0.9	-14	13	1.1
COc1cc(/C=C/C(=O)OCC(=O)Nc2cc(C(F)(F)F)ccc2N2CCOCC2)ccc1O	0.8	2	3	0.9	1.1	-3	0.9	-18	16	1
COc1ccc(N2CCN(C(=O)c3ccc(N(C)S(=O)(=O)c4ccc(C)cc4)cc3)CC2)cc1	0.9	-9	10	0.8	1	-4	1	-9	12	1.1
COc1ccc(CCNC(=O)c2ccc(Cl)cc2Cl)cc1OC	0.9	-4	14	0.9	1	-5	0.9	-7	12	1
CCOC(=O)c1ccc(-n2cncn2)nc1	0.9	-1	2	1	1	2	1	-8	9	1
O=C(O)c1ccccc1-c1cn2cc(Cl)ccc2n1	0.9	-2	6	0.8	0.4	-5	1.1	-4	7	1
Cc1ccc(-n2c(O)c(C=NCc3ccccn3)c3ccccc3c2=O)cc1C	0.9	-1	6	1	1.1	-9	1	-53	13	1
COC(=O)CN(C)C1CC(=O)N(c2ccc(Cl)cc2)C1=O (stereo unspecified)	0.9	-6	2	1.3	1.1	1	1.2	-16	5	1.1
CCCCc1c(O)nc(SCC(=O)NCC2CCCO2)[nH]c1=O (stereo unspecified)	0.9	-4	2	1	1.1	-1	1	-9	15	1
O=C(CCc1nc2ccccc2c(=O)[nH]1)OCc1ccc(-c2ccccc2)cc1	0.9	-6	-10	1	1	-5	1	-10	12	1.1
COc1ccccc1-n1c(=S)[nH]c2c(sc(=S)n2-c2ccccc2)c1=O	0.7	-6	-2	1	1	-2	1	-11	28	1.1
COc1ccc(S(=O)(=O)NC(C)(C)C)cc1-c1nnc2c3ccccc3c(C)nn12	0.9	-3	-1	1	1.1	-1	1	-14	11	1
CCOC(=O)c1c(C)[nH]c(C)c1C(=O)COC(=O)c1cccc(S(=O)(=O)NC)c1	0.9	-4	5	1	1.1	-6	0.9	-8	9	1
CCc1nccn1S(=O)(=O)c1cc(Br)ccc1OC	0.9	-1	6	1	1	-8	0.9	-5	12	1
CCc1ccc(C(=O)COC(=O)CNC(=O)c2ccc(N3C(=O)c4ccccc4C3=O)cc2)cc1	1	10	-3	1.2	1	-5	1.2	-1	-5	0.9
Cc1[nH]c2ccccc2c1CCNC(=O)CCC(=O)c1ccccc1	1.1	-1	3	1	1	-5	1	-21	-8	1
CC(C)CC(=O)c1c[nH]c(C(=O)O)c1	1	-4	1	1.1	1.1	-2	1.1	-11	2	1
CCc1nnc(SCC(=O)Nc2ccccc2)nc1CC	0.9	-7	2	0.9	1	-2	1	-16	8	1.1
CCOc1ccccc1NC(=O)C(OC(=O)c1ccc(O)cc1)c1ccccc1 (stereo unspecified)	0.8	3	-20	0.9	1	-2	0.8	-9	21	1
CCCc1cc(=O)oc2cc(C)c(CN3CCCC3)c(O)c12	0.6	-5	3	0.6	1.1	-1	0.9	-10	38	1.1
COc1cccc(OC)c1C(=O)N1CCN(S(=O)(=O)c2ccccc2)CC1	0.8	-2	-3	0.8	1	1	0.8	-8	24	1
CCCC(=O)OCC(=O)Nc1cc(C(C)(C)C)nn1-c1ccccc1	0.9	-5	11	1.1	1.1	x	1.1	-6	8	1
Cn1c(-c2cc3c(C(F)(F)F)nn(C)c3s2)n[nH]c1=S	0.9	3	10	0.9	1	1	0.9	15	14	1
Cc1nc(NC(=O)CSc2nnc3ccccn23)c(Cl)cc1Cl	0.8	-2	3	0.9	1	-7	0.9	-3	17	1
O=C(NCc1ccccc1)c1cccc(F)c1F	1.2	-3	10	1.1	1	-3	1.1	-2	-22	1
COc1ccc(-c2csc(/C(C#N)=C/Nc3ccc4c(c3)OCCO4)n2)cc1	0.7	-2	-62	0.9	1	-4	0.9	-11	28	1
COc1ccc(C2Nc3ccccc3C(=O)N2c2ccc(F)cc2)cc1Cn1nnc2ccccc21 (stereo unspecified)	0.9	-1	-26	1	1	-2	0.9	-11	11	1
CCN(CCCNC(=O)COc1cc(=O)n(CC)c2ccccc12)Cc1ccccc1	0.9	3	-14	0.9	1	3	0.9	-5	14	1

Profiles as entered above. Screens in order: Diaph act CS | TNAP inh hiacc | G6PDH CS | PMI act satM6P | FLuc stim CS | Efa HMGR inh | PMI act | TNAP inh noacc | Diaph inh CS | TNAP act hi DEA
Listed for O=C(NCc1ccccc1)c1cccc(F)c1F → 1.2 | -3 | 10 | 1.1 | 1 | -3 | 1.1 | -2 | -22 | 1
Listed for CCN(CCCNC(=O)COc1cc(=O)n(CC)c2ccccc12)Cc1ccccc1 → 0.9 | 3 | -14 | 0.9 | 1 | 3 | 0.9 | -5 | 14 | 1
Listed for CCCCc1c(O)nc(SCC(=O)NCC2CCCO2)[nH]c1=O (stereo unspecified) → 0.9 | -4 | 2 | 1 | 1.1 | -1 | 1 | -9 | 15 | 1
Listed for CCCC(=O)OCC(=O)Nc1cc(C(C)(C)C)nn1-c1ccccc1 → 0.9 | -5 | 11 | 1.1 | 1.1 | x | 1.1 | -6 | 8 | 1

Carrying on.
SMILES	Diaph act CS	TNAP inh hiacc	G6PDH CS	PMI act satM6P	FLuc stim CS	Efa HMGR inh	PMI act	TNAP inh noacc	Diaph inh CS	TNAP act hi DEA
CC(=O)Nc1cccc(-c2nc3ccc(NC(C)=O)cc3s2)c1	0.7	2	15	1.1	0.3	-1	1	0	34	1
CCNC(=S)NNC(=O)c1cc(-c2ccc(OC)cc2)nc2ccccc12	0.9	-7	-6	1.1	0	-5	1.1	-127	14	1.1
O=C(CCCc1cccs1)Nc1ccc2c(c1)OCO2	1.1	-1	2	1	0.8	9	1.1	-4	-8	1
CCN(CC)C(=O)Cn1cc(C(=O)C(=O)NCc2ccco2)c2ccccc21	0.8	-6	2	0.9	1	-5	1.2	8	16	1.1
COc1ccc(/C=C2\SC(=N)N(c3ccc(F)cc3)C2=O)cc1	0.9	-7	10	1	1	-4	1	-8	9	1.1
Cc1cc(C(=O)CN2C(=O)C(=O)N(Cc3ccccc3)C2=O)c(C)n1-c1ccccc1F	0.8	-6	11	1	1	-7	1	-17	22	1.1
COc1ncccc1-c1nnn(-c2ccc(Cl)c(Cl)c2)n1	0.9	-2	8	1	0.9	0	1	-4	13	1
Cc1nc(Nc2cccc(C(C)O)c2)c2nnn(Cc3ccc(F)cc3)c2n1 (stereo unspecified)	x	2	14	x	1	1	x	-2	x	1
O=[N+]([O-])c1ccccc1-n1cnc2ccccc21	0.9	-4	13	1	1.1	-2	0.9	-6	11	1
CCOC(=O)c1[nH]c2ccc(F)cc2c1NC(=O)c1cc(OC)c(OC)c(OC)c1	0.8	-6	3	0.8	1	-12	0.8	-1	18	1.1
COc1ccc(/C=N/NC(=O)C2c3ccccc3-c3ccccc32)cc1	1	3	-6	1	1.1	5	0.9	-4	5	1
CCOCCCNC(=O)C1CCCN1S(=O)(=O)c1ccc(Cl)cc1 (stereo unspecified)	0.9	-2	11	1.2	1.1	-4	1.2	-12	11	1
Cc1cccc(C)c1NC(=O)C(NC(=O)c1ccccn1)c1ccccc1[N+](=O)[O-] (stereo unspecified)	0.8	-2	18	0.8	1	-2	0.8	-5	16	1
Cc1ccc(C)c(S(=O)(=O)N2CCCOC2CNC(=O)C(=O)NCc2ccco2)c1 (stereo unspecified)	0.9	-2	6	1	1	-4	0.9	-12	8	1
CS(=O)(=O)N(CC(=O)N1CCN(c2ccccc2F)CC1)c1cc(C(F)(F)F)ccc1Cl	1	-5	12	1	1	-6	0.9	-6	0	1
COC1=C(Nc2ccccc2)C(=O)c2ccccc2C1=O	0.8	17	38	1	0.9	-8	1.3	15	18	0.8
Cc1ccc(NN2C(=O)C=C(c3ccc(Cl)cc3)C2=O)cc1	0.9	-6	20	1	1	1	1.1	-27	11	1.1

Rows are unselected. Share with any hit: about 1.7%.
